# Growth percent in the NCI-60 one-dose screen (48 h, 10 µM unless noted): 100 = growth as untreated, 0 = no growth, -100 = all killed.
# COLO 205 = COLO 205 colon cancer; AID 1794742; 79,000 tested, 7.3% active
# HCT-15 = HCT-15 colon cancer; 82,000 tested, 5.2% active; AID 1794746
# NCI-H322M = NCI-H322M lung cancer; 80,000 tested, 2.7% active; AID 1794733
# SNB-75 = SNB-75 CNS cancer. 79,000 tested, 5% active
# HCT-116 = HCT-116 colon cancer; 82,000 tested, 7.3% active; AID 1794798
# HT29 = HT29 colon cancer. 81,000 tested, 7.4% active
# KM12 = KM12 colon cancer cells | 82,000 tested, 5% active | AID 1794800
# HCC-2998 = HCC-2998 colon cancer | AID 1794799 | 79,000 tested, 4.7% active
# SW-620 = SW-620 colon cancer; 82,000 tested, 5.2% active; AID 1794795
# * marks the source's active call; other numbers are inactive results; · = no result given; & = joins results of further samples. The calls were made as follows: active = growth percent below 10; inactive = the rest.
# Start of the listing, in advance, 5 compounds:
no.	smiles	HCT-15	SW-620	COLO 205	HT29	SNB-75	KM12	HCC-2998	HCT-116	NCI-H322M
1	COc1ccc(CNc2ccc(NC(=O)c3cc(OC)cc(OC)c3)cn2)cc1	100	99	·	94	90	101	95	86	76
2	CCCCc1nc(/C=N/Nc2nc(Nc3ccccc3)nc(Nc3ccc(S(N)(=O)=O)cc3)n2)c(Cl)[nH]1	103	75	72	102	112	103	70	90	99
3	CC(C)OC(=O)c1ccc2n1CCCc1cnc(NC3CCCCC3)nc1-2	75	94	104	59	105	78	101	79	109
4	Cc1cccc2c(Cn3cc(Cn4cnc5c4c(=O)n(C)c(=O)n5C)nn3)cc(=O)[nH]c12	109	105	109	104	87	100	99	97	105
5	O=c1[nH]c(CN2CCN(c3ccccc3)CC2)nc2c(Br)cc(Br)cc12	71	102	104	105	96	105	101	107	112

# This part in full, from the start:
no.	smiles	HCT-15	SW-620	COLO 205	HT29	SNB-75	KM12	HCC-2998	HCT-116	NCI-H322M
1	COc1ccc(CNc2ccc(NC(=O)c3cc(OC)cc(OC)c3)cn2)cc1	100	99	·	94	90	101	95	86	76
2	CCCCc1nc(/C=N/Nc2nc(Nc3ccccc3)nc(Nc3ccc(S(N)(=O)=O)cc3)n2)c(Cl)[nH]1	103	75	72	102	112	103	70	90	99
3	CC(C)OC(=O)c1ccc2n1CCCc1cnc(NC3CCCCC3)nc1-2	75	94	104	59	105	78	101	79	109
4	Cc1cccc2c(Cn3cc(Cn4cnc5c4c(=O)n(C)c(=O)n5C)nn3)cc(=O)[nH]c12	109	105	109	104	87	100	99	97	105
5	O=c1[nH]c(CN2CCN(c3ccccc3)CC2)nc2c(Br)cc(Br)cc12	71	102	104	105	96	105	101	107	112
6	CC(C)OC(=O)c1ccc2n1CCc1cnc(N)nc1-2	98	106	106	98	81	108	113	98	96
7	CCCCCCCCCSc1ccc(C(=O)O)cc1	105	106	·	114	76	105	117	116	115
8	Nc1nc(Cl)c2[nH]c(Cl)nc2n1	103	107	99	85	83	104	104	84	99
9	COc1ccc(/C=C2\C=C(c3ccc(F)cc3)N(Cc3ccccc3Cl)C2=O)cc1	63	75	84	81	80	81	91	43	77
10	CCOC(=O)C1(C(=O)OCC)C(C(=O)c2ccccc2)C1c1ccccc1 (configuration not stated)	86	97	115	90	89	130	93	72	114
11	O=C(CNc1ccc(F)cc1)N1c2cccc3cccc(c23)N(C(=O)CNc2ccc(F)cc2)C1c1cn(-c2ccccc2)nc1-c1cccc([N+](=O)[O-])c1	92	101	109	101	71	97	111	93	97
12	CCCC(=O)Nc1ccc(Cl)c(Cl)c1	99	105	111	89	91	102	100	103	99
13	C=CCn1c(SCC(=O)Nc2ccc(OC)cc2)nnc1-c1cc(-c2ccc(Cl)cc2)nc2ccccc12	71	85	83	75	61	76	87	61	74
14	O=C(Nc1ncc(Cc2ccc(Cl)cc2Cl)s1)c1cc(Br)cs1	38	92	99	94	97	66	99	87	84
15	NC1=C(Cl)C(=O)c2ccc(S(N)(=O)=O)cc2C1=O	-58*	-78*	-90*	-50*	-100*	-72*	-97*	-90*	-97*
16	COc1ccccc1/C=N/N=C1c2ccccc2-c2ccccc21	94	97	103	95	98	95	106	93	·
17	O=C1c2ccccc2CCCC1Br (configuration not stated)	91	109	109	97	84	103	125	98	·
18	CCOC(=O)COc1ccc(/C(CC)=C(/CC)c2ccc(OCC(=O)OCC)cc2)cc1	97	100	112	109	177	106	97	104	105
19	O=C(NNc1nc(N2CCOCC2)nc(N2CCOCC2)n1)c1ccccc1	108	102	131	98	84	100	108	105	122
20	Cn1c(C(N)=O)cc2c1-c1nc(N)ncc1CCC2	105	108	120	93	126	108	106	101	111
21	CC(=O)CC(=O)c1ccc(-c2ccccc2)cc1	86	102	97	86	77	97	92	84	99
22	CCOC(=O)C(CC(c1ccccc1)N1CCCCC1)[N+](=O)[O-] (configuration not stated)	75	85	108	95	86	38	108	55	89
23	O=C(Nc1ccc(OCC(=O)c2ccc(Cl)cc2)cc1)Nc1ccc(Cl)c(C(F)(F)F)c1	24	48	-49*	34	52	15	33	51	49
24	O=C(CSc1nnc(-c2ccc(Cl)cc2)n1-c1ccccc1)Nc1ccc(C(=O)/C=C/c2ccccc2)cc1	98	105	105	102	91	99	110	66	112
25	Cn1c(=O)c2nc(/C=C/c3ccccc3)c(=O)[nH]c2n(C)c1=S	102	99	121	109	105	104	106	105	100
26	c1ccc(N2CCN(CN3CCN(c4ccccc4)CC3)CC2)cc1	96	84	97	104	70	90	133	94	98
27	C[C@@H](C[C@H](CCO)c1cc(C(F)(F)F)cc(C(F)(F)F)c1)c1ccc2ccccc2c1	77	89	97	71	88	71	86	68	99
28	COc1ccc(C(=O)COc2ccc(/C=C3\Oc4ccccc4C3=O)cc2)cc1	97	110	99	102	90	107	115	93	108
29	Brc1ccc(CSc2ncnc3nc[nH]c23)cc1	95	109	108	98	103	101	109	108	104
30	CCOC(=O)CCNc1nc(N)nc(N(C)C2CCCCC2)c1C=O	104	111	118	109	93	113	109	99	141
31	COC(=O)C1CC2C(Cl)=C(Cl)C1(Cl)C2(Cl)Cl (configuration not stated)	100	118	122	113	91	113	122	101	102
32	COC(=O)c1cc2ccccc2c([N+](=O)[O-])c1O	112	108	105	98	81	110	107	99	104
33	Cc1ccc(CN(Cc2ccc(-c3ccccc3S(C)(=O)=NC#N)cc2)C(=O)c2ccccc2Cl)cc1 (configuration not stated)	76	87	·	71	63	82	96	67	102
34	Cc1ccc(O)c(C(C)C)c1	99	93	94	97	99	100	101	105	108
35	CC(=O)Nc1ccc(-n2c(C)nc3c(cnn3-c3ccccc3)c2=O)cc1	85	94	103	93	94	86	104	72	105
36	O=C(COc1cccc(O)c1)Nc1ccc2oc(=O)ccc2c1	100	102	125	107	95	97	102	100	107
37	CCOc1ccc2c(c1)sc1nc(-c3ccccc3)c(-c3ccc(OC)cc3OC)n12	72	82	104	72	77	44	54	63	96
38	COc1cc2nc(-c3ccc(C#N)cc3)[nH]c(=O)c2cc1OC	107	110	132	113	109	111	83	94	211
39	CNC(=S)NC	99	97	121	114	89	101	109	102	107
40	Nc1c(Br)cc2c(c1Br)C(O)c1ccccc1-2 (configuration not stated)	107	97	117	100	78	92	101	87	·
41	CC(C(O)C(F)(F)F)[N+](=O)[O-] (configuration not stated)	98	94	112	105	90	102	99	86	102
42	COc1ccc(C(=O)CCC(=O)O)c2c(OC)cccc12	97	100	116	99	89	106	104	100	98
43	CC(=O)Oc1c(C)c(C)c2c(c1C)CCC(C)(CCCC(C)CCCC(C)CCCC(C)C)O2 (configuration not stated)	109	107	111	96	86	·	110	106	99
44	O=C(Nc1ccc(Br)cc1)Nc1cccc(Cl)c1	80	102	95	90	95	97	109	91	96
45	CCOC(=O)/C(C#N)=C/c1ccc(O)cc1	117	107	113	·	103	107	112	108	112
46	Cc1cccnc1NC1OC(=O)c2ccccc21 (configuration not stated)	97	106	101	104	97	105	106	91	96
47	CCc1nn2c(-c3ccc(C(F)(F)F)cc3)c(-c3cc(OC)c(OC)c(OC)c3)nc2s1	64	86	77	59	19	89	85	58	98
48	NC(=O)c1c(NC(=O)c2ccc(C3CCCCC3)cc2)sc2c1CCC(=O)C2	4.5*	10	-36*	2.4*	43	16	·	7.9*	98
49	C=C(C)[C@@H]1CC[C@]2(COC(=O)c3cccnc3)CC[C@]3(C)[C@H](CC[C@@H]4[C@@]5(C)CCCN(C(=O)c6cccnc6)C(C)(C)[C@@H]5CC[C@]43C)[C@@H]12	25	32	28	32	53	31	50	28	66
50	Cc1cc(Cl)cc(CN(C)Cc2cc(Cl)cc(C)c2O)c1O	90	93	19	52	88	103	60	99	96

# Additional results:
no.	smiles	HCT-15	SW-620	COLO 205	HT29	SNB-75	KM12	HCC-2998	HCT-116	NCI-H322M
51	C[N+](C)(C)CC(=O)N/N=C/c1ccc2c(c1)OCO2	90	92	109	106	87	118	·	99	113
52	C=C(C)[C@@H]1CC[C@]2(C(=O)NC3CCCCC3)CC[C@]3(C)[C@H](CC[C@@H]4[C@@]5(C)CCC(=O)C(C)(C)[C@@H]5CC[C@]43C)[C@@H]12	97	94	103	86	86	96	107	76	92
53	Cc1ccc2c(c1)sc1nc(-c3c[nH]c4ccccc34)c(Nc3ccc(Br)cc3)n12	101	98	115	104	89	99	102	88	103
54	O=C1C=CC(=Nc2cc(Br)c(O)c(Br)c2)C=C1Br	116	101	111	129	115	104	101	94	98
55	O=C(CCCCC1CCSS1)Nc1ncnc2n[nH]c(-c3ccc(Oc4ccccc4)cc3)c12 (configuration not stated)	96	111	89	88	135	70	103	37	79
56	CCCCCCN1C=C/C(=C\C(=O)n2ccc3ccccc32)c2ccccc21	80	79	87	65	66	67	35	48	93
57	C[N+](C)(C)CC(=O)N/N=C/CCc1ccccc1	102	106	120	95	119	104	106	118	137
58	[O-][n+]1ccnc2ccccc21	99	108	100	91	92	107	100	92	101
59	O=C(Nc1ccc(Cl)cc1)c1ccc(-n2c(=O)[nH]c3ccccc3c2=O)cc1	98	107	102	98	42	93	104	66	95
60	COc1cc(OC)c(/C=C/C(=O)c2c(OC)cc(OC)cc2OC)c(OC)c1	26	8.7*	-6.8*	3.3*	14	9.3*	30	8.7*	21
61	COC1C(C)(C)C1(Br)Br (configuration not stated)	95	103	111	104	90	109	101	109	110
62	O=[N+]([O-])c1cc[n+]([O-])cc1/C=C/c1ccccc1	118	103	93	·	86	98	110	109	119
63	CCCN1c2nc3ccccc3nc2SC1Nc1ccccc1 (configuration not stated)	100	104	·	109	94	102	99	101	101
64	C/C=C(C)/C=N/NC(=O)C(=O)N/N=C/C(C)=C/C	110	103	107	108	104	105	106	109	112
65	CC(C)C(C#N)(C(C)C)C(C)C	104	101	109	105	99	103	110	103	107
66	O=S(=O)(O)c1ccc(N=Nc2c(O)ccc3cc(Br)ccc23)cc1	99	96	112	106	95	101	102	110	·
67	CCn1cc(C2NC(=O)c3ccccc3N2)c2cccc(C)c21 (configuration not stated)	19	25	-17*	-23*	-27*	16	9.1*	7.9*	37
68	CCOC(=O)c1c(C)[nH]c(CO)c1C	106	109	104	96	101	94	109	100	95
69	CCOC(OCC)c1ccccc1	·	101	110	109	83	102	·	108	117
70	CN1C(=O)N2CN(CC3CC3)CN3C(=S)NC1C23 (configuration not stated)	99	91	104	91	93	97	99	87	98
71	CCOC(=O)CCCC[C@H](O)[C@H]1CC(OC)(OC)[C@@H](OC)O[C@@H]1COC(=O)/C=C/c1cn(C)cn1	102	100	112	107	73	102	103	97	98
72	N/N=C/c1cn(-c2ccc(C(=O)O)cc2)nc1-c1ccccc1	99	90	105	101	91	91	96	104	108
73	OCc1cc(Br)ccc1O	108	111	157	97	85	97	·	98	99
74	CN(C)C=Nc1nc(=O)n([C@@H]2O[C@H](CO)[C@@H](O)C2(F)F)cc1F	55	72	69	71	74	75	69	33	85
75	O=C1N/C(=C\c2nc3ccccc3s2)c2ccccc21	104	105	100	99	70	96	105	98	102
76	O=Cc1cncc(-c2ccc3ncnc(N4CCc5cc(F)c(Cl)cc54)c3c2)c1	19	23	100	57	-13*	82	64	34	0.3*
77	Nc1cccc(CC(=S)N2CCOCC2)c1	99	100	107	100	82	105	109	99	103
78	COc1ccc(-c2cc(-c3ccc(OCc4nc5ccccc5[nH]4)cc3)nc(N)n2)cc1	84	84	85	87	84	77	101	65	110
79	Cc1ccccc1NC(=O)Oc1ccc(Cl)cc1Cl	108	101	114	107	95	103	112	77	·
80	CN1CCN(C2=C(Cl)C(=O)c3ccccc3C2=O)CC1	33	99	81	67	91	·	86	10	97
81	CSc1n[nH]c2nc(-c3ccccc3)[nH]c(=O)c12	96	104	120	104	107	105	105	93	102
82	C#CCNc1ccc(C(=O)OCC)cc1	100	116	142	107	93	109	100	108	134
83	Clc1ccc(/C=C/c2nc(N3CCOCC3)c3cc(Cl)c(Cl)cc3n2)cc1	86	101	91	92	89	99	99	86	88
84	CCOc1ccc(/C=N/NC(=O)CN2CCN(Cc3ccccc3)CC2)cc1	97	103	116	103	72	102	107	106	110
85	Cc1ccc(C(=O)O)s1	127	108	95	104	101	118	112	105	113
86	Cc1ccc(S(=O)(=O)N[C@H]2CC[C@H]3[C@@H]4CCc5cc(O)ccc5[C@H]4CC[C@]23C)cc1	63	94	59	52	65	70	101	61	90
87	ON=C1CCCCCCCC1	105&105	105&108	112&102	110&104	81&101	98&97	103&100	104&105	96
88	COc1cccc(-c2nnc(N)o2)c1	106	103	117	100	106	106	83	100	100
89	CCCCNC(=O)Oc1ccc(/C(=C(/CC)Cc2ccccc2)c2ccc(OCCN3CCCCCC3)cc2)cc1	-30*	25	-75*	-21*	61	38	34	-76*	85
90	c1ccc(CC2=NCCc3ccccc32)cc1	104	98	98	101	91	111	105	92	101
91	Cc1c2cnccc2c(C)c2c1c1cc(CO)ccc1n2C	-11*	2.4*	-51*	-16*	-45*	1.9*	-65*	-7.6*	-40*
92	O=C1CCC(C(=O)NNc2ccc(Cl)cc2)N1 (configuration not stated)	66	96	101	92	99	56	99	84	99
93	Nc1ncnc2c1ncn2[C@@H]1O[C@H](CO)[C@@H](O)[C@H]1O	104	106	99	93	81	104	104	97	102

# Ordered by molar mass (lowest first): 5 of the compounds above.
no.	smiles	HCT-15	SW-620	COLO 205	HT29	SNB-75	KM12	HCC-2998	HCT-116	NCI-H322M
41	CC(C(O)C(F)(F)F)[N+](=O)[O-] (configuration not stated)	98	94	112	105	90	102	99	86	102
42	COc1ccc(C(=O)CCC(=O)O)c2c(OC)cccc12	97	100	116	99	89	106	104	100	98
16	COc1ccccc1/C=N/N=C1c2ccccc2-c2ccccc21	94	97	103	95	98	95	106	93	·
55	O=C(CCCCC1CCSS1)Nc1ncnc2n[nH]c(-c3ccc(Oc4ccccc4)cc3)c12 (configuration not stated)	96	111	89	88	135	70	103	37	79
11	O=C(CNc1ccc(F)cc1)N1c2cccc3cccc(c23)N(C(=O)CNc2ccc(F)cc2)C1c1cn(-c2ccccc2)nc1-c1cccc([N+](=O)[O-])c1	92	101	109	101	71	97	111	93	97
